Assay outcomes (PubChem BioAssay)
Tat export inh = inhibitors of E. coli Tat protein transport | AID 488895 | 340,000 tested, 0.036% active | inhibition, % at 10 µM | E. coli MC4100 TorA-mCherry Tat export, fluorescence;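 active means mean replicate inhibition at least 50% and at least half of replicates individually reaching 50%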;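 further: exported cargo escapes ClpAP degradation while cytoplasmic cargo is degraded and loses fluorescence; 0% = median of neutral control wells and 100% = median of NaSCN control wells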
HTR5A inv ag = HTR5A inverse agonism, opioid heterodimer counter-screen | 340,000 tested, 0.083% active | inhibition, % at 9.3 µM | P47898 | AID 504634 | HTR5A cell line, luminescence; in the data active means inhibition mostly above about 23%, no sharp cut-off; inactive means mostly below about 18%;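 further: 0% = cells with DMSO and 100% = no-cell wells with DMSO; some compounds called inactive have numbers as strong as hits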
Target sequence (P47898 whole entry, looked up): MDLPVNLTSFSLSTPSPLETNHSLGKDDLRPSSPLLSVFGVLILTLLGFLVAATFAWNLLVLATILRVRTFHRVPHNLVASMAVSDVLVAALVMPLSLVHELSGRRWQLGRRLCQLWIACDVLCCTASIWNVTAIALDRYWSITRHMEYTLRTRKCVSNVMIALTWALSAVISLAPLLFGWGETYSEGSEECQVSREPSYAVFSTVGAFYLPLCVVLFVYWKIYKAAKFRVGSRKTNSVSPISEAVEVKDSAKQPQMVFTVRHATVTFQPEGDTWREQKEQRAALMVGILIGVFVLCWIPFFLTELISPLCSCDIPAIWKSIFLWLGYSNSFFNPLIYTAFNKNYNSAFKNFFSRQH
phage Ecoli inh = E. coli growth loss with phage present; growth absorbance; inhibition, % at 11.9 µM; 360,000 tested, 0.26% active; AID 651602; in the data active means inhibition above about 11%
AddAB inh = less growth of phage-infected E. coli with AddAB; E. coli expressing H. pylori AddAB, absorbance growth; 330,000 tested, 0.29% active; inhibition, % at 11.9 µM; in the data active means inhibition above about 12%;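 further: 0% = vehicle wells of infected cells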
HTR5A ag = activates human HTR5A in OPRM1-OPRD1 agonist counter-screen; P47898; HTR5A agonist assay, luminescence, cell-based; activation, % at 9.3 µM; 340,000 tested, 0.61% active; in the data active means activation mostly above about 9.5%, no sharp cut-off; inactive means mostly below about 7.6%;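 further: 0% = cells with vehicle only and 100% = reference agonist; strong numbers were not always called active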
Ecoli viability = bacterial growth inhibition, counter-screen for AddAB inhibitors | 330,000 tested, 0.27% active | E. coli V3065 growth, OD600 absorbance, 18 h | inhibition, % at 11.9 µM | AID 449728;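 active means inhibition above the campaign's mean inhibition across all tested compounds plus 3 SD, cut at about 9.9% in these data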;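 further: uninfected addAB+ strain grown without phage in ampicillin broth; 0% = DMSO wells and 100% = ciprofloxacin 0.95 µg/ml wells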
CDK5 p35 inh = CDK5/p35 (human) kinase inhibition; Q00535+Q15078; Recombinant CDK5/p35, ADP-Glo luminescence, 60 min; inhibition, % at 10 µM; 330,000 tested, 0.01% active; AID 488839;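 active means highest replicate inhibition of at least 50% and at least 75% of replicates reaching 50%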;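 further: plate controls were DMSO neutral control for no effect and GW8510 at 10 µM for full effect; many of its hits are not listed in these tables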
DAGLB inh = diacylglycerol lipase beta (human) inhibition; HEK293T DAGLB membrane lysate, EnzChek fluorogenic substrate; inhibition, % at 5.17 µM; 340,000 tested, 0.059% active; AID 504411; in the data active means inhibition above about 34%;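 further: 0% = enzyme with vehicle and 100% = wells lacking enzyme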
Target sequence (Q8NCG7 whole entry, looked up): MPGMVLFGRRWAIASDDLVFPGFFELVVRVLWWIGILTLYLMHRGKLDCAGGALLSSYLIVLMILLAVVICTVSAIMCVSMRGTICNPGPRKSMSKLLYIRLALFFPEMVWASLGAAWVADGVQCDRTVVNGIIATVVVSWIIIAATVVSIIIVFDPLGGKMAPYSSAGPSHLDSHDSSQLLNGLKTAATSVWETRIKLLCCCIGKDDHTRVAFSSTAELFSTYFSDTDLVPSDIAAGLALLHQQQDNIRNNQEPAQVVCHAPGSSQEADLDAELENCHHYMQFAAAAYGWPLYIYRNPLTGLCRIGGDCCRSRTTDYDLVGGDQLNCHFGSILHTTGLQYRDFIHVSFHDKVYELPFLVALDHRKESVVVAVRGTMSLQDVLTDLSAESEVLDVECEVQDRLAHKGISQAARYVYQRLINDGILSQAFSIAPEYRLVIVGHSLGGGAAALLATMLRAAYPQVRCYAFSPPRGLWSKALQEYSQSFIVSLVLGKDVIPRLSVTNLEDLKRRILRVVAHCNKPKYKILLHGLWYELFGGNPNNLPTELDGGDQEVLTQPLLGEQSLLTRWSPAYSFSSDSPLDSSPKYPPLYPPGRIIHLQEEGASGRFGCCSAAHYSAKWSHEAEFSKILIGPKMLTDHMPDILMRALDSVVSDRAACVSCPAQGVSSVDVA
PKA-R1A activ = PKA-R1A complex activation; activation, % at 11.4 µM; 340,000 tested, 0.083% active; PKA-R1A dissociation, Cy5-IP20 fluorescence polarization; scaled: DMSO 0%, 113 µM cGMP 100%;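 active means percent activation above the mean of all tested compounds plus 3 SD, cut at about 19% in these data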;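 further: higher means more PKAc released from R1A so a rise in polarization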
PKA-R2B activ = activators of human PKA-R2B complex; P22694+P31323; PKA-R2B holoenzyme dissociation, Cy5-IP20 fluorescence polarization; R2B truncated from residue 108, S112A mutant; 0% DMSO only, 100% 113 µM cGMP; activation, % at 11.4 µM; AID 504700; 340,000 tested, 0.079% active;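 active means activation above a cutoff set at the mean over all compounds plus 3 SD, cut at about 18% in these data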;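 further: higher means more holoenzyme dissociation and a rise in polarization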
SUMO Mot1 rescue = inhibitors of SUMOylation pathway: yeast Mot1-301 growth rescue. S. cerevisiae Mot1-301 growth rescue, ATP luminescence, 38.5C; percent above DMSO median, 100 means doubled. growth rescue, % at 18.8 µM. 320,000 tested, 1% active;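 active means every valid replicate shows activation above 250% relative to neutral control wells; inactive means the rest, any valid replicate at or below 250%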;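 further: OY570 slx delta 5 strain wells were the positive control but not used for scaling; some compounds called inactive have numbers as strong as hits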
The depositor's hits bear a star; / = not tested or not shown. No enrichment for hits; 2.3% or so of the library scored in one or more.

SMILES	Tat export inh	HTR5A inv ag	phage Ecoli inh	AddAB inh	HTR5A ag	Ecoli viability	CDK5 p35 inh	DAGLB inh	PKA-R1A activ	PKA-R2B activ	SUMO Mot1 rescue
CC(NC(=O)c1ccc(C(F)(F)F)cc1)C(c1ccccc1)N1CCOCC1 (stereo unspecified)	-6	-6	2.1	0.5	2	0.9	-0.4	0	2	1	-10
C/C(=N\NC(=O)CN1CCN(Cc2ccc(C)cc2)CC1)c1ccncc1	1	-11	-0.7	1.7	3	2.7	-0.7	-2	0	-10	155
CCCCc1n[nH]c2c1/C(=N/OCC)CC(C)(C)C2	10	/	1.4	2.3	/	-2.4	2.6	/	/	/	129
COc1ccc(C2/C(=C(/O)c3ccc(S(=O)(=O)N4CCOCC4)cc3)C(=O)C(=O)N2CCN2CCOCC2)cc1 (stereo unspecified)	7	-21	-0.5	5.4	-3	0.2	-0.7	3	-8	-6	360
Cc1nc(SCc2ccc(F)cc2)n[nH]1	2	20	2.5	-1.1	-5	1.4	0.7	-1	3	-6	11
CCC(=O)Nc1cccc(-n2nnnc2SCC(=O)N(C(C)C)C(C)C)c1	-11	-21	0.5	4.0	-2	1.1	1.7	1	7	1	-5
O=C(CSc1nc2ccccc2c(=O)[nH]1)Nc1ccc(N2CCOCC2)c(Cl)c1	-1	-26	1.5	5.0	5	1.2	-0.5	1	9	-3	6
O=C(O)CCCNC(=O)CCn1nnc2ccccc2c1=O	-4	-17	2.0	2.3	3	0.7	-0.6	-3	-11	-6	240
CC(C)(C)NCC(O)COc1cccc2[nH]c(=O)[nH]c12 (stereo unspecified)	14	-21	2.7	-4.1	-3	-0.8	-1.4	2	11	1	5
COc1ccc(CCNC(=O)c2ccccc2Cl)cc1OC	-6	-26	1.9	-0.2	2	1.9	-0.6	4	6	-3	-14
c1ccc(Cn2nnc3c(NCCN4CCOCC4)ncnc32)cc1	-1	-7	2.4	0.3	1	-1.7	0.9	2	10	10	7
O=C(NC1CCOC1)c1ccc(OC2CCN(CCc3ccccc3)CC2)cc1 (stereo unspecified)	-4	12	3.1	0.8	-3	-1.6	0.5	-2	5	-5	-12
C=C(C)Cn1cnc2cc(C)c(C)cc21	7	12	3.1	-0.7	-4	1.8	-0.8	4	-6	-4	/
Oc1cccc(/C=N/c2c(-c3ccco3)nc3ccccn23)c1	12	-30	-0.5	1.1	13	-4.2	6.7	4	-18	1	-13
COC(=O)c1coc(-c2ccc(OC)cc2)c1C(=O)OC	-7	-5	-0.9	1.4	2	-0.8	0.7	-6	-4	4	12
CC(=O)c1cccc(NC(=O)c2noc3c2CCc2ccccc2-3)c1	-1	4	3.9	2.1	-4	1.5	-0.8	-2	-5	-2	-10
CN1CCC(N(C)C(=S)NC(=O)C23CC4CC(CC(C4)C2)C3)CC1	-6	-2	1.9	2.9	1	1.7	-0.2	-3	-3	3	-13
CC1(C)C2CCC13CS(=O)(=O)N[C@@H]3C2 (stereo partly specified)	-3	-11	2.4	1.9	4	-3.0	2.7	0	-4	2	11
O=C(COc1ccc([N+](=O)[O-])cc1)NCCc1nc2ccccc2[nH]1	2	/	0.4	0.0	/	-1.9	0.7	/	/	/	0
COc1ccc(N2CCN(CCN3C(=O)c4ccccc4C3=O)CC2)cc1	0	-8	-0.3	0.6	3	0.9	-1.0	2	0	3	6
CCOC(=O)c1nc(Nc2cc(C)cc(C)c2)c2ccccc2n1	1	11	6.2	0.1	4	0.1	-1.3	-3	-4	-8	-13
O=C(/C=C/c1ccc(Cl)c([N+](=O)[O-])c1)NCc1cccnc1	-5	14	4.9	2.9	0	1.9	-0.7	1	-3	-5	248
CCOc1ccc(C(C)(C)C)cc1S(=O)(=O)n1nc(C)cc1C	17	5	2.9	1.0	1	-4.6	2.7	-5	-6	-4	56
CS(=O)(=O)N1CCN(CC(=O)NC2CCCC2)CC1	3	-9	-0.9	2.2	0	-2.5	0.0	-1	-3	-12	12
COC(=O)NC(Nc1sc2c(c1C(N)=O)CCCC2)(C(=O)OC)C(F)(F)F (stereo unspecified)	-3	4	3.5	1.8	-1	-1.6	-2.2	-2	-4	-1	-4

(continued)
SMILES	Tat export inh	HTR5A inv ag	phage Ecoli inh	AddAB inh	HTR5A ag	Ecoli viability	CDK5 p35 inh	DAGLB inh	PKA-R1A activ	PKA-R2B activ	SUMO Mot1 rescue
COc1ccc(CN2CCn3ncc(C(=O)Nc4cccc(C)c4)c3C2=O)cc1	1	12	3.6	3.8	-5	0.7	0.2	-19	-17	-6	7
O=c1[nH]nc(N2CCOCC2)c(=O)[nH]1	9	-3	1.6	0.1	1	1.8	-5.1	1	-4	-6	136
Cc1cc(C)c(C(=O)N2CCCC(Nc3ccc(C)c(C)c3)C2)o1 (stereo unspecified)	1	-21	1.2	2.0	3	-1.8	-2.6	-4	-4	-4	-6
COc1cc(C)cc(OC)c1OCC(=O)Nc1cc(C)on1	5	-6	-0.1	1.1	4	-0.9	0.6	-1	-7	2	9
Cc1cnc(C(=O)Nc2ccc(F)cc2)cn1	-5	19	-0.2	1.9	1	-2.8	-0.7	1	1	7	2
COc1cc(/C=N/n2c(-c3ccccc3)n[nH]c2=S)ccc1O	1	-17	-1.1	0.7	-2	2.0	6.1	-3	10	6	46
COC(=O)C(Cc1ccc(OC(=O)c2ccc(C)cc2)cc1)N1Cc2ccccc2C1=O (stereo unspecified)	4	19	/	3.2	-9	-0.7	-0.6	-4	-6	-8	16
CCN1CCN(C(=S)Nc2cccc(C(F)(F)F)c2)CC1	6	7	2.9	0.1	-3	-1.2	-0.5	0	-2	6	12
CCOC(=O)C(C)Sc1nnc(-c2ccccc2O)n1Cc1ccccc1 (stereo unspecified)	4	-20	4.6	-3.5	9	-3.1	1.1	1	-5	-13	6
O=c1c(C=NCc2ccccc2)c(NCc2ccccc2)nc2ccccn12	6	11	2.3	-0.3	6	-2.2	3.0	0	-19	-8	/
CCc1c(C)c2cc(Cl)c(O)c(CN3CCCCC3)c2oc1=O	-6	6	1.8	2.6	-2	2.0	0.6	1	-6	3	2
CCOc1ccc(NS(=O)(=O)c2cc(C(=O)N3CCCC3)ccc2Cl)cc1	9	-3	3.6	-0.5	1	-0.5	0.5	1	-5	-2	-5
O=c1cc(CN2CCN(CCO)CC2)c2cc3c(cc2o1)CCC3	13	-3	1.9	-0.7	3	0.0	-0.9	0	-10	-2	-2
COc1ccc(NS(=O)(=O)c2ccc(NC(=O)CCNS(=O)(=O)c3ccc(C)cc3)cc2)cc1	-2	-1	2.5	1.2	4	-0.2	-0.1	0	-7	-5	16
Cc1cc2cc(CNC(=O)c3ccc4c(c3)OCO4)ccc2[nH]1	1	-18	1.3	1.5	2	2.5	-0.6	1	-5	0	23
COCCN(Cc1cn(C)nc1-c1ccc(Oc2ccccc2)cc1)C(C)C	-6	-13	2.5	/	7	/	-0.2	-1	4	-1	-3
O=C(CC1CCS(=O)(=O)C1)NC1CCCCC1 (stereo unspecified)	-3	-8	1.4	-2.1	2	-3.6	0.6	-2	-4	-4	1
CCC1=NN2C(=N)/C(=C\c3cccn3-c3ccc(Br)cc3)C(=O)N=C2S1	-3	-23	5.4	/	9	/	0.8	-1	8	1	/
Clc1ccc(OCCn2ccnc2)c(Cl)c1	-2	23	0.6	0.3	-1	-1.1	-1.6	0	1	-8	5
COc1ccc(-n2ncc3c2CC(C)(C)CC3NC(=O)CCN2CCCC2=O)cc1 (stereo unspecified)	-3	-3	1.7	2.9	1	-3.8	/	1	-3	12	49
O=C(COC(=O)c1ccccc1)NC1CCCC1	-7	-12	2.3	-1.8	3	-1.9	-0.3	-1	-5	10	-14
O=C1CN(C(=O)c2ccccc2F)C(c2ccc(F)cc2)c2cc(Br)ccc2N1 (stereo unspecified)	-5	-1	-1.8	0.2	0	-1.7	0.4	5	-7	-8	102
CNc1snc(C)c1C(=O)OCC(=O)c1ccc(Cl)cc1	0	0	1.3	1.7	0	0.5	1.7	-3	-3	-5	11
O=C(Cc1ccccc1Cl)Nc1cccnc1	3	7	1.1	0.7	-3	-0.8	0.5	1	-5	6	10
COc1ccc(CCNS(=O)(=O)CCNC(=O)c2ccc3c(c2)OCO3)cc1OC	3	-14	2.6	0.0	5	-1.0	-0.9	-1	-5	-3	-5
O=C1OC(/C(=C\Nc2cc(Cl)ccc2O)[N+](=O)[O-])c2ccccc21 (stereo unspecified)	-14	-8	5.4	1.3	-6	-1.1	1.5	1	9	9	22
COC(=O)/C(C#N)=C/c1c(Oc2cc(C)cc(C)c2)nc2c(C)cccn2c1=O	8	10	2.5	5.0	-3	0.2	0.2	-3	-8	-8	-11

Record cards, as listed above. Order of screens: Tat export inh | HTR5A inv ag | phage Ecoli inh | AddAB inh | HTR5A ag | Ecoli viability | CDK5 p35 inh | DAGLB inh | PKA-R1A activ | PKA-R2B activ | SUMO Mot1 rescue
Record of COc1ccc(NS(=O)(=O)c2ccc(NC(=O)CCNS(=O)(=O)c3ccc(C)cc3)cc2)cc1 = -2 | -1 | 2.5 | 1.2 | 4 | -0.2 | -0.1 | 0 | -7 | -5 | 16
Record of COC(=O)/C(C#N)=C/c1c(Oc2cc(C)cc(C)c2)nc2c(C)cccn2c1=O = 8 | 10 | 2.5 | 5.0 | -3 | 0.2 | 0.2 | -3 | -8 | -8 | -11
Record of CCN1CCN(C(=S)Nc2cccc(C(F)(F)F)c2)CC1 = 6 | 7 | 2.9 | 0.1 | -3 | -1.2 | -0.5 | 0 | -2 | 6 | 12
Record of COc1cc(C)cc(OC)c1OCC(=O)Nc1cc(C)on1 = 5 | -6 | -0.1 | 1.1 | 4 | -0.9 | 0.6 | -1 | -7 | 2 | 9

Quoted from the listing.
HTR5A ag result of `CCc1c(C)c2cc(Cl)c(O)c(CN3CCCCC3)c2oc1=O` is entered as -2
phage Ecoli inh result of `O=C1CN(C(=O)c2ccccc2F)C(c2ccc(F)cc2)c2cc(Br)ccc2N1` (stereo unspecified) is entered as -1.8
SUMO Mot1 rescue result of `COc1cc(/C=N/n2c(-c3ccccc3)n[nH]c2=S)ccc1O` is entered as 46

3 entries out of the list above, sorted by the number in AddAB inh, largest number first:
mol	AddAB inh
COc1cc(C)cc(OC)c1OCC(=O)Nc1cc(C)on1	1.1
CCOc1ccc(NS(=O)(=O)c2cc(C(=O)N3CCCC3)ccc2Cl)cc1	-0.5
O=c1cc(CN2CCN(CCO)CC2)c2cc3c(cc2o1)CCC3	-0.7
